Bioassay records deposited in PubChem by National Center for Advancing Translational Sciences (NCATS).
GLP-1R agonist = GLP-1 receptor (human) agonism | actives 0.007% (n = 380,000) | Potency, µM (doses to about 45.6 µM), inactives show at the highest dose activation, usual class: activators | HEK293 GLP-1R CRE-luciferase, luminescence, 4-6 h; cells express a hypersensitive GLP-1R form | P43220 | AID 624172; active = well fitted activation curve with a large enough effect; also: % of control where 0% means no effect
Numbers without * were called inactive; [ ] = dose if it differs, or a comment. Potency is read from the fitted curve at half-maximal effect.

SMILES	GLP-1R agonist
CCC(C)C(=O)OC1CC(O)C=C2C=CC(C)C(CCC(O)CC(O)CC(=O)O)C21 (configuration not stated)	-4%
CCCC(=O)O[C@]1(C(=O)COC(=O)CC)CC[C@@H]2[C@@H]3CCC4=CC(=O)CC[C@]4(C)[C@H]3[C@@H](O)C[C@@]21C	-2%
CC(=O)[C@H]1CC[C@H]2[C@@H]3C=CC4=CC(=O)CC[C@@]4(C)[C@H]3CC[C@]12C	-2%[19.8 µM]
C#C[C@@]1(OC(C)=O)CC[C@H]2[C@@H]3CCC4=CC(=O)CC[C@@H]4[C@H]3CC[C@@]21C	3%
Cc1cccc(C)c1N(CCCc1cccnc1)C(=O)[C@@H](C)N	3%
C[C@@]12C(=O)OC(=O)[C@]1(C)[C@H]1CC[C@@H]2O1	-7%[19.8 µM]
CCC(=O)O[C@H]1C(O[C@@H]2C(C)[C@H](O[C@H]3C[C@@](C)(OC)C(O)C(C)O3)C(C)C(=O)OC(CC)[C@@](C)(O)C(O)[C@H](C)C(=O)C(C)C[C@]2(C)O)OC(C)CC1N(C)C (some centres not stated)	2%
CC(C)(C)c1ccc(CN2CCN([C@H](c3ccccc3)c3ccc(Cl)cc3)CC2)cc1	7%
Nc1ncn(C2C[C@H](O)[C@@H](CO)O2)c(=O)n1 (some centres not stated)	4%
CCCCCOC(=O)Nc1nc(=O)n(C2O[C@H](C)[C@@H](O)[C@@H]2O)cc1F (some centres not stated)	0%
CC1(C(=O)O)CCC2(C)CCC3(C)C(=CC(=O)C4C5(C)CCC(O)C(C)(C)C5CCC43C)C2C1 (configuration not stated)	-3%
OCC1O[C@@H](O[C@@H]2C(CO)OC(O)C(O)C2O)C(O)C(O)C1O (some centres not stated)	0%
CC(C)CCCC(C)C1CC(=O)C2=C3CCC4CC(O)CCC4(C)C3CCC21C (configuration not stated)	12%
CCN1CCC[C@@H](OC(=O)C(c2ccccc2)c2ccccc2)C1	-6%[19.8 µM]
Cc1cnc(C(=O)O)cn1	-5%
CCC(C)CCCCC(=O)NC(CCN)C(=O)NC(C(=O)NC(CCN)C(=O)NC1CCNC(=O)C(C(C)O)NC(=O)C(CCN)NC(=O)C(CCN)NC(=O)C(CC(C)C)NC(=O)C(Cc2ccccc2)NC(=O)C(CCN)NC1=O)C(C)O (configuration not stated)	10%
CCC(C)C(C(=O)OCC[N+](C)(CC)CC)c1ccccc1 (configuration not stated)	0%
CC(C)(C)c1ccc(C(=O)CCCN2CCC(OC(c3ccccc3)c3ccccc3)CC2)cc1	8%
CO[C@H]1C[C@@H]2CC[C@@H](C)[C@@](O)(O2)C(=O)C(=O)N2CCCC[C@H]2C(=O)O[C@H]([C@H](C)C[C@@H]2CC[C@@H](O)[C@H](OC)C2)CC(=O)[C@H](C)/C=C(\C)[C@@H](O)[C@@H](OC)C(=O)[C@H](C)C[C@H](C)/C=C/C=C/C=C/1C	5%
CC(CSC(=O)c1ccccc1)C(=O)N1CC(Sc2ccccc2)CC1C(=O)O (configuration not stated)	3%
C=C(NC(=O)C(=C)NC(=O)c1csc(C2=N[C@@H]3c4csc(n4)[C@@H]4NC(=O)c5csc(n5)[C@@H]([C@](C)(O)[C@H](C)O)NC(=O)[C@@H]5CSC(=N5)/C(=C/C)NC(=O)[C@@H]([C@H](C)O)NC(=O)c5csc(n5)[C@]3(CC2)NC(=O)[C@@H](C)NC(=O)C(=C)NC(=O)[C@@H](C)NC(=O)[C@@H]([C@@H](C)CC)N[C@H]2C=Cc3c([C@H](C)O)cc(nc3[C@@H]2O)C(=O)O[C@H]4C)n1)C(N)=O	3%[19.8 µM]
COC(=O)C[C@](O)(CCCC(C)(C)O)C(=O)O[C@@H]1C(OC)=C[C@]23CCCN2CCc2cc4c(cc2[C@H]13)OCO4	-7%
CCCCC/C=C/C/C=C/CCCCCCCC(=O)NC(C)c1ccccc1 (configuration not stated)	6%
O=C(O)c1ccc(N[C@@H]2OC[C@@H](O)[C@@H](O)[C@@H]2O)cc1	0%
C[C@H](O)[C@@H]1C(=O)N2C(C(=O)O)=C(SCCN=CN)C[C@@H]12	-6%[19.8 µM]
O=C(CC1NCCC[C@H]1O)Cn1cnc2cc(Br)c(Cl)cc2c1=O (some centres not stated)	5%
CN(C)CCCOC1C(C(O)CO)OC2OC(C)(C)O[C@@H]21 (some centres not stated)	5%
C=Cc1c(C)/c2[n-]/c1=C\c1[n-]c(c(CC)c1C)/C=c1\[n-]c3c(c1C)C(=O)C(C(=O)[O-])C=3c1[n-]c(c(C)c1CCC(=O)[O-])\C=2.[Cu].[Na+].[Na+] (configuration not stated)	-2%
CC(=O)O[C@]1(C(C)=O)CCC2C3CCC4=CC(=O)CCC4(C)C3(F)C(O)CC21C (some centres not stated)	-2%
CS(=O)(=O)NC(=O)CCC/C=C\C[C@H]1C(=O)C[C@@H](O)[C@@H]1/C=C/[C@@H](O)COc1ccccc1	-6%
Cc1nc2n(c(=O)c1CCN1CCC(c3noc4cc(F)ccc34)CC1)CCC[C@@H]2O	0%
C[C@H](NCCc1ccc(O)cc1)[C@@H](O)c1ccc(O)cc1	22%
CNC1C(OC2C(O[C@@H]3C(O)C(O)[C@@H](N=C(N)N)C(O)C3N=C(N)N)OC(C)[C@@]2(O)CO)OC(CO)C(O)C1O (some centres not stated)	9%
COC(=O)C1[C@@H](OC)C(OC(=O)COc2ccc(OC)cc2)C[C@@H]2CN3CCc4c([nH]c5cc(OC)ccc45)[C@H]3C[C@H]12 (some centres not stated)	-3%
COC(=O)C1C2CC3c4[nH]c5cc(OC)ccc5c4CCN3CC2CC(OC)C1OC (configuration not stated)	-4%
C/C=C1\C2C=C(C)CC1(N)c1ccc(=O)[nH]c1C2 (configuration not stated)	-2%
O=C(O)c1ccccc1-c1c2ccc(=O)cc-2oc2cc(O)ccc12	13%
CC#CCC(C)[C@H](O)/C=C/C1[C@H](O)C[C@@H]2C/C(=C\CCCC(=O)O)C[C@H]12 (some centres not stated)	-4%
CO/N=C(\C(=O)NC1C(=O)N2C(C(=O)OCOC(=O)C(C)(C)C)=C(/C=C\c3scnc3C)CSC12)c1csc(N)n1 (configuration not stated)	-3%
CCc1ccc2c(c1)N(C[C@H](C)CN(C)C)c1ccccc1S2	8%

Rewritten bar-delimited: entries from further up.
canonical_smiles | GLP-1R agonist
O=C(O)c1ccc(N[C@@H]2OC[C@@H](O)[C@@H](O)[C@@H]2O)cc1 | 0%
C[C@H](O)[C@@H]1C(=O)N2C(C(=O)O)=C(SCCN=CN)C[C@@H]12 | -6%[19.8 µM]

Copied from the entries so far for reference:
SMILES	GLP-1R agonist
Cc1nc2n(c(=O)c1CCN1CCC(c3noc4cc(F)ccc34)CC1)CCC[C@@H]2O	0%
C[C@H](NCCc1ccc(O)cc1)[C@@H](O)c1ccc(O)cc1	22%
CNC1C(OC2C(O[C@@H]3C(O)C(O)[C@@H](N=C(N)N)C(O)C3N=C(N)N)OC(C)[C@@]2(O)CO)OC(CO)C(O)C1O (some centres not stated)	9%
COC(=O)C1[C@@H](OC)C(OC(=O)COc2ccc(OC)cc2)C[C@@H]2CN3CCc4c([nH]c5cc(OC)ccc45)[C@H]3C[C@H]12 (some centres not stated)	-3%
COC(=O)C1C2CC3c4[nH]c5cc(OC)ccc5c4CCN3CC2CC(OC)C1OC (configuration not stated)	-4%
C/C=C1\C2C=C(C)CC1(N)c1ccc(=O)[nH]c1C2 (configuration not stated)	-2%
O=C(O)c1ccccc1-c1c2ccc(=O)cc-2oc2cc(O)ccc12	13%
CC#CCC(C)[C@H](O)/C=C/C1[C@H](O)C[C@@H]2C/C(=C\CCCC(=O)O)C[C@H]12 (some centres not stated)	-4%
CO/N=C(\C(=O)NC1C(=O)N2C(C(=O)OCOC(=O)C(C)(C)C)=C(/C=C\c3scnc3C)CSC12)c1csc(N)n1 (configuration not stated)	-3%
CCc1ccc2c(c1)N(C[C@H](C)CN(C)C)c1ccccc1S2	8%

(next part)
SMILES	GLP-1R agonist
CC12C=CC(=O)C=C1[C@@H](F)CC1C2C(O)CC2(C)C1CC[C@]2(O)C(=O)CO (some centres not stated)	7%
CCN[C@@H]1CN(CCCOC)S(=O)(=O)c2sc(S(N)(=O)=O)cc21	-5%[19.8 µM]
C#C[C@]1(O)CC[C@@H]2[C@H]3CCC4=CC(=O)CC[C@H]4[C@H]3C(=C)C[C@@]21CC	-3%
CN(C)[C@H]1C(=O)C(C(=O)NCN2CCCC2)=C(O)[C@]2(O)C(=O)C3=C(O)c4c(O)cccc4[C@@](C)(O)[C@H]3C[C@@H]12	-2%[19.8 µM]
NC(=O)c1ncn(C2OC(CO)C(O)C2O)c1N (configuration not stated)	11%
NC(CSSCC(N)C(=O)O)C(=O)O (configuration not stated)	-3%
Cc1onc(-c2c(F)cccc2Cl)c1C(=O)N[C@@H]1C(=O)N2[C@H]1SC(C)(C)[C@H]2C(=O)O	-3%
O=C1c2cccc3c2[C@@H](CCC3)CN1[C@@H]1CN2CCC1CC2	-5%
CCN(CC)CCC[C@H](C)Nc1c2ccc(Cl)cc2nc2ccc(OC)cc12	-6%
C[C@@]12CCC(=O)C=C1C=CC1C2CC[C@]2(C)C1CC[C@@]21CCC(=O)O1 (some centres not stated)	-1%
C/C(=C(/CCOC(=O)c1ccccc1)SS/C(CCOC(=O)c1ccccc1)=C(\C)N(C=O)Cc1cnc(C)nc1N)N(C=O)Cc1cnc(C)nc1N	-4%
COc1ccc(CC(N)C(=O)NC2C(CO)OC(n3cnc4c(N(C)C)ncnc43)C2O)cc1 (configuration not stated)	3%
CNC1CCc2cc(OC)c(OC)c(OC)c2-c2ccc(OC)c(=O)cc21 (configuration not stated)	5%
CC(=O)N[C@@H](CC(=O)O)C(=O)N[C@@H](CCC(=O)O)C(=O)O	26%
CCN1CCC[C@@H]1CNC(=O)c1cc(S(=O)(=O)CC)ccc1OC	0%
CCCCCCCCCCCCCCCC(=O)OC[C@H](O)[C@H]1OC[C@@H](O)[C@@H]1O	0%
O=C(O)[C@H]1C[C@@H](CP(=O)(O)O)CCN1	-3%
CC#CC[C@@H](C)[C@@H](O)/C=C/[C@H]1[C@H]2c3cccc(CCCC(=O)O)c3O[C@H]2C[C@@H]1O	1%
CSCC[C@H](NC(=O)[C@@H](Cc1ccc(O[S+](=O)([O-])O)cc1)NC(=O)[C@H](N)CC(=O)O)C(=O)NCC(=O)N[C@@H](Cc1c[nH]c2ccccc12)C(=O)N[C@H](CCSC)C(=O)N[C@H](CC(=O)O)C(=O)N[C@@H](Cc1ccccc1)C(N)=O	0%
CCNC(=O)[C@H]1CCCN1C(=O)[C@H](CCCN=C(N)N)NC(=O)[C@H](CC(C)C)NC(=O)[C@H](CC(C)C)NC(=O)[C@@H](Cc1ccc(O)cc1)NC(=O)[C@H](CO)NC(=O)[C@@H](Cc1c[nH]c2ccccc12)NC(=O)[C@H](Cc1cnc[nH]1)NC(=O)[C@@H]1CCC(=O)N1	-3%
[NH-]CCC([O-])=NC(Cc1cnc[nH]1)C(=O)[O-].[Zn+2] (configuration not stated)	-1%
OCC1OC(n2cnc3c(=S)nc[nH]c32)C(O)C1O (configuration not stated)	20%
O=C(O)C(=O)Nc1cccc(C2=NN=N[N]2)c1	0%
CO[C@]1(NC(=O)[C@H](C(=O)O)c2ccc(O)cc2)C(=O)N2C(C(=O)O)=C(CSc3nnnn3C)CO[C@H]21	-3%[19.8 µM]
C1OCOCO1	0%
Cc1ccccc1CNc1ncnc2c1ncn2C1OC(CO)C(O)C1O (configuration not stated)	6%
Cc1cc(O)c2c(c1)OC1(C)CCC3C(C)(C)CCCC34COC2C14 (configuration not stated)	-2%
CS(=O)(=O)c1ccc([C@H](O)[C@H](CO)NC(=O)C(Cl)Cl)cc1	-1%[19.8 µM]
C[C@@H]1CCN(C(=O)[C@H](CCCNC(=N)N)NS(=O)(=O)c2cccc3c2NC[C@H](C)C3)[C@@H](C(=O)O)C1	1%
CN(C)[C@H]1C(=O)C(C(=O)NCN2CCCC2)=C(O)[C@]2(O)C(=O)C3=C(O)c4c(O)cccc4[C@](C)(O)[C@H]3C[C@H]12	-5%
CC(=O)C1(O)Cc2c(O)c3c(c(O)c2C(OC2CC(N)C(O)C(C)O2)C1)C(=O)c1c(O)cccc1C3=O (configuration not stated)	-12%
CNC(=O)C(N)CSC(C)C1=C(C)c2cc3[n-]c(cc4nc(cc5[n-]c(cc1n2)c(C)c5CCC(=O)O)C(CCC(=O)O)=C4C)c(C)c3C(C)SCC(N)C(=O)NC.[Fe+2] (configuration not stated)	-4%
C[C@H]1C[C@H]2[C@@H]3CCC4=CC(=O)C=C[C@]4(C)[C@@H]3C(=O)C[C@]2(C)[C@@]1(O)C(=O)CO	9%
C=C1C(=CC=C2CCC[C@]3(C)[C@@H]([C@H](C)C=C[C@H](C)C(C)C)CC[C@@H]23)C[C@@H](O)C[C@@H]1O	-4%
CCN1C(=O)c2ccccc2C1Nc1cccc(OCCN2CCCCC2)c1 (configuration not stated)	-1%
CO/N=C(/C(=O)N[C@@H]1C(=O)N2C(C(=O)O)=CCS[C@H]12)c1csc(N)n1	-3%
COc1ccc(C[C@@](C)(N)C(=O)O)cc1OC	-6%[19.8 µM]
Cc1ccccc1C(=O)N1CC/C(=N/OS(=O)(=O)O)c2ccc(Cl)cc21	3%
CC1(C)S[C@@H]2[C@H](NC(=O)[C@H](N)c3ccccc3)C(=O)N2[C@@H]1C(=O)OCOC(=O)[C@@H]1N2C(=O)C[C@@H]2S(O)(O)C1(C)C	0%
C=C1/C(=C\C=C2/CCC[C@]3(C)[C@@H]([C@H](C)/C=C/[C@@H](O)C4CC4)CC[C@@H]23)C[C@@H](O)C[C@@H]1O	4%
COCC(=O)Nc1c(I)c(C(=O)NC[C@@H](O)CO)c(I)c(C(=O)N(C)C[C@@H](O)CO)c1I	11%[19.8 µM]
CN(N=O)C(=O)N[C@H]1[C@@H](O)[C@H](O)[C@H](CO)O[C@@H]1O	3%[19.8 µM]
CNC1C(O)C(OC2C(N)CC(N)C(OC3OC(CN)=CCC3N)C2O)OCC1(C)O (configuration not stated)	-1%

An excerpt. The share of hits here may be higher or lower than overall.
